GAA glycogen mod: inhibitors or activators of human alpha-glucosidase glycogen cleavage; P10253; recombinant GAA, glycogen substrate, Amplex Red glucose oxidase fluorescence; Potency, µM (series often up to 76.4 µM), for inactives: at the top dose activity change, negative = inhibition, actives largely listed as inhibitors; 300,000 compounds, 0.38% hits; AID 2100;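 further: 0% = full enzyme reaction and -100% = no-enzyme basal signal; the screen sought inhibitors and activators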
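Natural-substrate format: glycogen cleavage by 4 nM human enzyme, glucose read by Amplex Red coupling (Ex 573, Em 610 nm). Normalized to enzyme and no-enzyme controls.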
GoLoco inh red: inhibitors of human Gai1-RGS12 GoLoco interaction (red fluorophore). Gai1:RGS12 GoLoco peptide FP, rhodamine, 10 min. AID 880. 230,000 compounds, 0.44% hits. Potency, µM (highest dose often 61.6 µM), inactives show at the highest dose activity, negative = inhibition, most hits filed as inhibitors; active means well fitted inhibition curve with a large enough effect, not every such curve was filed as active; inactive means no such curve, though single readings can be large or run the other way; further: nearly all actives have a fitted effect of over 30% in size; many of its hits are not listed in these tables
Target sequence (P63096 whole entry, looked up): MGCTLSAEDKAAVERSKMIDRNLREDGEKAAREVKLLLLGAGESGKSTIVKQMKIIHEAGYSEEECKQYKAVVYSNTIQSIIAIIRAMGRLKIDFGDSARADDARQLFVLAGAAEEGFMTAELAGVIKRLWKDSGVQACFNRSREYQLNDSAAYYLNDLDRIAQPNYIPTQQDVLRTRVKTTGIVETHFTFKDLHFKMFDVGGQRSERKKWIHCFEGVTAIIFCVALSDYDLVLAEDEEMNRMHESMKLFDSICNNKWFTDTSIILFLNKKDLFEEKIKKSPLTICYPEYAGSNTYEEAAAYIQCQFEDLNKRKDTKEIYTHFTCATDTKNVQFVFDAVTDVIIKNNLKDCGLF
aGlu spleen mod: lysosomal alpha-glucosidase (human) modulation | human spleen homogenate, 4-MU-alpha-glucoside fluorescence | Potency, µM (titrated, usually from 79.9 µM), for inactives: top-dose activity change, negative = inhibition, usual class: inhibitors | 240,000 compounds, 0.006% hits;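 further: 0% = enzyme with vehicle and -100% = no enzyme basal signal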
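AC50 values come from Hill-equation fits of concentration-response data, normalized to no-enzyme and full-activity controls. Enzyme source: 1 ug human spleen homogenate; 1 mM fluorogenic 4-MU glucoside, pH 5.0 citrate buffer, 37 C, 40 min.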
TexasRed fluor: counter-screen for TRb-SRC2 inhibitors: fluorescence interference; TRb/SRC2 Texas Red total fluorescence interference; Potency, µM (highest dose often 106 µM), without a hit: at the highest dose fluorescence change, negative = quenching; 280,000 compounds, 0.29% hits; active means well fitted curve in either direction with a large enough effect; inconclusive means small, poorly fitted or top-dose-only effect
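Human TRβ ligand-binding domain (0.6 uM) and Texas Red SRC2 peptide (20 nM) in Tris buffer with 1 uM T3 and 5% DMSO were incubated with pinned compound for 5 hr at ambient temperature. Total fluorescence was computed as S + 2P (555/632 nm).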
L3MBTL1 block: inhibitors of human L3MBTL1 | Q9Y468 | AlphaScreen L3MBTL1–H3K9me1 peptide binding | Potency, µM (series often up to 57.1 µM), without a hit: at the highest dose activity, negative = inhibition, most hits filed as inhibitors | 230,000 compounds, 0.66% hits | AID 485360; further: nearly all actives have a fitted effect of over 60% in size
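Displacement of a biotinylated histone H3(1-15) peptide monomethylated at Lys9 (75 nM) from L3MBTL1 (50 nM) was measured by AlphaScreen after a 30 min room-temperature compound incubation; cefsulodin titration served as intraplate control.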
GAA inhib: blocks human lysosomal alpha-glucosidase. purified human GAA, 4-MU-alpha-glucoside fluorescence. P10253. 200,000 compounds, 0.005% hits. Potency, µM (titrated, usually from 76.9 µM), without a hit: at the top dose activity change, negative = inhibition, most hits filed as inhibitors;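 further: plate controls were uninhibited enzyme wells for no effect and no-enzyme background for full effect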
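Human enzyme at 4 nM with 400 uM 4-methylumbelliferyl-alpha-D-pyranoside, citrate/phosphate buffer pH 5.0, 0.005% Tween-20, 20 min at room temperature. Compounds up to 77 uM. 4-MU fluorescence (Ex 365/Em 440) read after NaOH/glycine stop; AC50 from Hill fit.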
TRb-SRC2 inh: disrupts binding of human TR beta to SRC2. P10828. TRbeta-SRC2 peptide binding, fluorescence polarization; receptor liganded with 1 µM T3. Potency, µM (doses to about 106 µM), without a hit: at the top dose activity change, negative = inhibition, hits mostly inhibitors. 280,000 compounds, 0.065% hits. AID 1469;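 further: plate controls were bound peptide for no effect and peptide without receptor for full effect; nearly all actives have a fitted effect of over 50% in size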
Target sequence (P10828 whole entry, looked up): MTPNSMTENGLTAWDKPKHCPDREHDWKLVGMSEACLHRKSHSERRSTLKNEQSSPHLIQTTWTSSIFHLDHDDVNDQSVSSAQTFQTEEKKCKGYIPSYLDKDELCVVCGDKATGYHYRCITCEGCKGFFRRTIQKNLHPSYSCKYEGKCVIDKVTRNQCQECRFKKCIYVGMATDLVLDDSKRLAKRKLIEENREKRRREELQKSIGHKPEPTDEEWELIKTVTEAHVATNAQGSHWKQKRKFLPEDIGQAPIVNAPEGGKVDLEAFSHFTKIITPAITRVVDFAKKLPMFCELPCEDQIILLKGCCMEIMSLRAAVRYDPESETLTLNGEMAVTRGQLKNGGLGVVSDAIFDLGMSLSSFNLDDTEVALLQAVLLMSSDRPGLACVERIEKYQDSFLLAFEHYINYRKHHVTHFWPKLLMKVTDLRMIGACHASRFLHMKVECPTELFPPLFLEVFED
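Decrease in fluorescence polarization of 20 nM Texas Red SRC2 coactivator peptide flagged inhibition of its binding to 0.6 uM TRb LBD; 1 uM T3 included, incubation 5 hr, ex 555/em 632 nm.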
RECQ1 helicase: blocks DNA unwinding by human RECQ1; P46063; RECQ1 DNA unwinding, red fluorescence kinetic read; Potency, µM (top dose mostly 57.3 µM), for inactives: at the top dose activity, negative = inhibition, usual class: inhibitors; 240,000 compounds, 0.54% hits; AID 2549;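 further: plate controls were vehicle for no effect and no enzyme for full effect; nearly all actives have a fitted effect of over 30% in size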
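RECQ1T1 50 nM; forked duplex (20 bp + 30-nt ss tails) 200 nM, ATP 2 mM final; pH 8.0, 2 mM MgCl2, 2.5 ug/ml poly(dI-dC); 15 min compound preincubation; discontinuous kinetic read over 2 h at RT.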
* hit, by the source's call; i = inactive; ? = inconclusive; nt = no result given; & = joins results of further samples; [ ] = another dose, or the depositor's remark. Unless noted, the call rests on the fitted dose curve; in most records, active means well fitted curve in the direction sought with a large enough effect; inconclusive means small, poorly fitted or top-dose-only effect, or another doubt; inactive means no such curve, though single readings can be large; an effect the other way counts as inactive or inconclusive. Unless noted, on the % scale 0 is the no-effect control and ±100 the full control effect; potency means the concentration at half of the fitted maximal effect. Some of the compounds tested; count on the stated rates, not on these rows.

| SMILES | GAA glycogen mod | GoLoco inh red | aGlu spleen mod | TexasRed fluor | L3MBTL1 block | GAA inhib | TRb-SRC2 inh | RECQ1 helicase |
| --- | --- | --- | --- | --- | --- | --- | --- | --- |
| O=C(COC(=O)C1CCN(S(=O)(=O)c2cccs2)CC1)Nc1ccccc1Br | 23% | -8% | -5% | 3% | 4% | -4% | 2% | i |
| O=C(COc1ccccc1)N1CCN=C1c1ccccc1 | -1% | -7% | -7% | 2% | 5%[11.4 µM] | -1% | -1% | -13% |
| CC(Sc1nc(N)cc(=O)[nH]1)C(=O)Nc1sc2c(c1C#N)CCCC2 (stereo unspecified) | -4% | 11% | nt | 0% | -10% | -8% | -6% | ? |
| CSc1nc2[nH]ncc2c(=O)[nH]1 | 1% | 5% | -4% | 1% | 11% | -4% | -15% | 6% |
| CCOC(=O)CSc1nc2cc(C(=O)OC)ccc2c(=O)n1CCN1CCOCC1 | 5% | 10% | 1% | -6% | 4% | 0% | 1% | -3% |
| Cc1ccc(/C=N/NC(=O)CNC(=O)COc2ccccc2)cc1 | 17% | 5% | -8% | -1% | -3% | 8% | -22% | -2% |
| Clc1cccc(C2=NOC(c3nnc(-c4ccccc4)o3)C2)c1 (stereo unspecified) | -7% | 2% | -12% | -3% | nt | nt | 2% | -11% |
| CCNC(=S)N/N=C/c1sc(N2CCCCC2)nc1-c1cccs1 | -1% | -1% | -3% | 0% | -15% | -3% | 6% | -2% |
| CCC(C)(C)NC(=O)CN(C(=O)c1snc(C(N)=O)c1N)c1ccc2nc(C)sc2c1 | -6% | -1% | -4% | -2% | 8% | 2% | 3% | i |
| O=C(NCCC1=CCCCC1)C(c1ccccc1)c1ccccc1 | 3% | nt | 2% | 2% | 8% | -1% | -1% | i |
| O=C(C1CCN(S(=O)(=O)c2cccc3nsnc23)CC1)N1CCn2c1nc1ccccc12 | -7% | 1% | ? | 2% | -2% | 0% | 0% | 10% |
| c1ccc(CNc2nc3ccccc3[nH]2)cc1 | 0% | 2% | 0% | 0% | 5% | -2% | -1% | -9% |
| Cc1cc(C)n(C(=O)c2ccc([N+](=O)[O-])cc2N)n1 | 4% | 17% | 2% | -2% | nt | 6% | 5% | -12% |
| O=C(O)c1ccc(NS(=O)(=O)c2ccc(Cl)c(C(=O)Nc3ccccc3)c2)cc1 | -18%&-10%[76.3 µM] | nt | nt | 6% | -9% | nt | 3% | nt |
| COC(=O)Cc1c(C)nc2nc(-c3ccc(Cl)cc3)[nH]n2c1=O | -4% | 13% | -3% | -1% | nt | 1% | -4% | -8% |
| O=C(CC1SC(=Nc2ccccc2)N(CCc2ccccn2)C1=O)Nc1ccc(F)cc1 (stereo unspecified) | -1% | 13% | -9% | -1% | -4% | -11% | -1% | -13% |
| Cc1cc([N+](=O)[O-])nn1CC(=O)Nc1c(C)n(C)n(-c2ccccc2)c1=O | -5% | 12% | 0% | -5% | -29% | 8% | -1% | -1% |
| CC(C)(C)OC(=O)NCCc1nnc(SCc2ccc(Cl)cc2Cl)o1 | 4% | 4% | -3% | 0% | 5% | 4% | -5% | -12% |
| COCCOC(=O)C1=C(C)Nc2nc(C)nn2C1c1ccc(F)cc1 (stereo unspecified) | -7% | 33% | 4% | -2% | 10% | -7% | 5% | -6% |
| CN1CCCCc2c1[nH]c1ccccc1c2=O | -19% | -1% | -5% | 2% | nt | 0% | -6% | i |
| CCC(C)C(=O)Nc1ncc2c(n1)CC(c1cccs1)CC2=O (stereo unspecified) | -11% | 14% | -6% | -1% | nt | 2% | -1% | -10% |
| COc1cc(CNc2ccc(CNc3ncn[nH]3)cc2)cc(Cl)c1OCc1ccccc1 | 2% | 17% | -6% | 0% | -5% | 10% | -21% | -2% |
| N#C/C(=C\c1cccc([N+](=O)[O-])c1)c1nnc2n1CCCCC2 | 9% | -7% | 6% | -2%[53 µM] | 6% | -6% | -3%[53 µM] | -7% |
| CNC(=O)C1CCN(C(=O)c2ccc(-c3ccccc3)cc2)CC1 | -1% | -14% | -1% | -1% | nt | -8% | 3% | -8% |
| N#Cc1c2c(c(Nc3ccc(O)cc3)n3c1nc1ccccc13)CCC2 | ? | -4% | 3% | -4% | -3% | -12% | 3% | 1% |
| COC(=O)N[C@@H](c1cccc(F)c1)C(C(C)=O)C(=O)OC (stereo partly specified) | nt | 0% | -11% | -4% | nt | nt | 6% | -11% |
| COc1ccc(-n2c(Cc3cc(=O)[nH]c(=O)[nH]3)nnc2SCC(=O)N2CCCC2)cc1 | 15% | -2% | -1% | -4% | 2% | ? | 8% | -6% |
| O=C(COC(=O)/C=C/c1cccs1)NC(=O)Cc1ccccc1 | 9% | -3% | 13% | -1% | -12% | -2% | 6% | -3% |
| O=C(Cn1cnc2ccccc21)NCc1ccccc1 | -2% | 8% | -9% | -1% | 30%[activator][11.4 µM] | -3% | -1% | i |
| CC(=O)Nc1ccc(S(=O)(=O)c2ccc(N)cc2)cc1N | -6% | 5% | 3% | -6% | nt | -1% | 0% | -14% |
| Cc1cc(OC(=O)c2cc(F)c(F)cc2Cl)nc(C)n1 | 1% | 4% | -10% | 0% | 6% | 7% | -12% | 7% |
| CSCC(O)Cn1[nH]c(=O)c2cc(Cl)c(Cl)cc2c1=O (stereo unspecified) | 7% | 6% | -2% | -2% | 4% | -12% | -4% | 8% |
| NC(=O)c1ccccc1NC(=O)NC1CCCCC1 | -9% | -7% | -2% | 0% | -2% | 5% | 0% | -6% |
| COCCCn1c(SCC(=O)Nc2ccc3c(c2)OCCO3)nnc1-c1ccoc1C | 6% | 4% | -2% | 1% | 0% | -3% | 4% | -3% |
| O=C(CSc1ccccc1)NCc1ccccn1 | 14% | 2% | -2% | -9% | 3% | 1% | 4% | -5% |
| O=C(COC(=O)c1cccnc1Nc1ccccc1F)NC1CC1 | -5% | -13% | 0% | 5% | 1% | -5% | 3% | 3% |
| O=C(COC(=O)C1CC(=O)N(c2nc(-c3ccccc3)cs2)C1)c1ccccc1 (stereo unspecified) | 3% | 3% | -11% | 1% | nt | -4% | -5% | i |
| CCN(C(=O)CSc1nc2cc(C(F)(F)F)ccc2n1Cc1ccccc1)C1CCS(=O)(=O)C1 (stereo unspecified) | -2% | 14% | 7% | -3% | 4% | -4% | -2% | i |
| O=C(c1cnn2c(C(F)F)cc(C3CC3)nc12)N1CCCC1 | -1% | 4% | -8% | -1% | nt | -2% | -2% | -4% |
| COc1ccc2c(C)c(C(=O)O)oc2c1 | -13% | 4% | 3% | 0% | nt | -7% | -17% | -5% |

3 compounds already listed, ordered by SMILES length, low to high.
| SMILES | GAA glycogen mod | GoLoco inh red | aGlu spleen mod | TexasRed fluor | L3MBTL1 block | GAA inhib | TRb-SRC2 inh | RECQ1 helicase |
| --- | --- | --- | --- | --- | --- | --- | --- | --- |
| CSc1nc2[nH]ncc2c(=O)[nH]1 | 1% | 5% | -4% | 1% | 11% | -4% | -15% | 6% |
| Clc1cccc(C2=NOC(c3nnc(-c4ccccc4)o3)C2)c1 (stereo unspecified) | -7% | 2% | -12% | -3% | nt | nt | 2% | -11% |
| CCC(C)(C)NC(=O)CN(C(=O)c1snc(C(N)=O)c1N)c1ccc2nc(C)sc2c1 | -6% | -1% | -4% | -2% | 8% | 2% | 3% | i |

Whole records from above. Order of values: GAA glycogen mod, GoLoco inh red, aGlu spleen mod, TexasRed fluor, L3MBTL1 block, GAA inhib, TRb-SRC2 inh, RECQ1 helicase
Profile of CNC(=O)C1CCN(C(=O)c2ccc(-c3ccccc3)cc2)CC1 → -1%, -14%, -1%, -1%, nt, -8%, 3%, -8%
Profile of NC(=O)c1ccccc1NC(=O)NC1CCCCC1 → -9%, -7%, -2%, 0%, -2%, 5%, 0%, -6%
Profile of COc1ccc2c(C)c(C(=O)O)oc2c1 → -13%, 4%, 3%, 0%, nt, -7%, -17%, -5%
Profile of O=C(Cn1cnc2ccccc21)NCc1ccccc1 → -2%, 8%, -9%, -1%, 30%[activator][11.4 µM], -3%, -1%, i
Profile of COCCCn1c(SCC(=O)Nc2ccc3c(c2)OCCO3)nnc1-c1ccoc1C → 6%, 4%, -2%, 1%, 0%, -3%, 4%, -3%

The listing continues:
| SMILES | GAA glycogen mod | GoLoco inh red | aGlu spleen mod | TexasRed fluor | L3MBTL1 block | GAA inhib | TRb-SRC2 inh | RECQ1 helicase |
| --- | --- | --- | --- | --- | --- | --- | --- | --- |
| O=C1C=C(NC2CCCC2)CC(c2ccccc2)C1 (stereo unspecified) | 2% | 5% | -1% | 1% | 22% | 5% | 1% | -4% |
| O=C(CCCN1C(=O)/C(=C/c2cccs2)SC1=S)Nc1ccccn1 | 6% | 107%[activator] | -4% | 2% | 35µM* | 5% | -8% | -1% |
| CCOC(=O)C1(P(=O)(c2ccccc2)c2ccccc2)CCC1 | 3% | 7% | -1% | -1% | nt | 4% | -3% | 0% |
| COc1ccc2c(=O)c(Oc3ccc(C(=O)O)cc3)c(C(F)(F)F)oc2c1 | -2% | 8% | 1% | -3% | 15% | 3% | -11% | 10% |
| O=C(c1ccccc1)N1CCN(C2C3CC4CC(C3)CC2C4)CC1 (stereo unspecified) | 0% | 1% | 6% | -1% | nt | -3% | -11% | -6% |
| Cc1cccc(N(C(=O)Nc2ccccc2)C2=NCC(C)S2)c1 (stereo unspecified) | 4% | 10% | -1% | 0% | nt | -13% | -12% | i |
| N#Cc1ccc(N2C(=O)[C@@H]3C(C(=O)c4ccc5ccccc5n4)=NN[C@@H]3C2=O)cc1 | -19% | 9% | -2% | -4% | 5% | -1% | 6% | -17% |
| CCN(CC)S(=O)(=O)c1cccc(-c2n[nH]c(=S)n2/N=C/c2ccc(C(=O)OC)cc2)c1 | -2% | 6% | 3% | -2% | -13% | 4% | -3% | i |

From PubChem BioAssay
